HTT aggregate: qHTS Multiplex Assay to Identify Dual Action Probes in a Cell Model of Huntington: Aggregate Formation (GFP) | PC12 HttQ103-GFP aggregates, Acumen cytometry, 40 h | Potency, µM (doses to about 46.1 µM), for inactives: at the top dose activity change, negative = inhibition, hits mostly inhibitors | 1.1% of 220,000 active; note: potency is the fitted concentration of half-maximal effect; % is set by controls: 0 for no effect and ±100 for the full control effect; nearly all actives have a fitted effect of over 60% in size
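Multiplexed with ATP-based cell death, this channel scores GFP aggregates in PC12 cells expressing inducible HTTex1-Q103-GFP. Induction used 100 nM tebufenozide; compounds were tested in concentration series.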
NPSR antag: qHTS Assay for Antagonists of the Neuropeptide S Receptor: cAMP Signal Transduction | 1% of 220,000 active | CHO-NPSR cells, cAMP TR-FRET, antagonist mode | Potency, µM (doses to about 38.3 µM), for inactives: at the top dose activity change, negative = inhibition, hits mostly inhibitors | Q6W5P4; note: potency is the fitted concentration of half-maximal effect; % is set by controls: 0 for no effect and ±100 for the full control effect; nearly all actives have a fitted effect of over 50% in size; many of its hits are not listed in these tables
KinaseGlo FLuc: Counterscreen for Luciferase (Kinase-Glo TM) Inhibition | Luciferin 4-monooxygenase (Photuris pensylvanica), Q27757 | Kinase-Glo luciferase, ATP luminescence, 8 min | Potency, µM (titrated, usually from 38.3 µM), without a hit: at the top dose activity change, negative = inhibition, most hits filed as inhibitors | 0.28% of 200,000 active | AID 1379, 2008; note: potency is the fitted concentration of half-maximal effect; % is set by controls: 0 for no effect and ±100 for the full control effect; nearly all actives have a fitted effect of over 60% in size
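Light output from Kinase-Glo luciferase with luciferin and 10 uM ATP in 50 mM imidazole pH 7.2, KCl, MgCl2, Tween 20, BSA; compound pin-delivered, 8-min ambient incubation, then luminescence read.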
L3MBTL1 block: qHTS Assay for the Inhibitors of L3MBTL1 | AlphaScreen L3MBTL1–H3K9me1 peptide binding | Potency, µM (top dose mostly 57.1 µM), without a hit: at the highest dose activity, negative = inhibition, actives largely listed as inhibitors | 0.66% of 230,000 active; note: potency is the fitted concentration of half-maximal effect; % is set by controls: 0 for no effect and ±100 for the full control effect; nearly all actives have a fitted effect of over 60% in size
Target sequence (Q9Y468 whole entry, looked up): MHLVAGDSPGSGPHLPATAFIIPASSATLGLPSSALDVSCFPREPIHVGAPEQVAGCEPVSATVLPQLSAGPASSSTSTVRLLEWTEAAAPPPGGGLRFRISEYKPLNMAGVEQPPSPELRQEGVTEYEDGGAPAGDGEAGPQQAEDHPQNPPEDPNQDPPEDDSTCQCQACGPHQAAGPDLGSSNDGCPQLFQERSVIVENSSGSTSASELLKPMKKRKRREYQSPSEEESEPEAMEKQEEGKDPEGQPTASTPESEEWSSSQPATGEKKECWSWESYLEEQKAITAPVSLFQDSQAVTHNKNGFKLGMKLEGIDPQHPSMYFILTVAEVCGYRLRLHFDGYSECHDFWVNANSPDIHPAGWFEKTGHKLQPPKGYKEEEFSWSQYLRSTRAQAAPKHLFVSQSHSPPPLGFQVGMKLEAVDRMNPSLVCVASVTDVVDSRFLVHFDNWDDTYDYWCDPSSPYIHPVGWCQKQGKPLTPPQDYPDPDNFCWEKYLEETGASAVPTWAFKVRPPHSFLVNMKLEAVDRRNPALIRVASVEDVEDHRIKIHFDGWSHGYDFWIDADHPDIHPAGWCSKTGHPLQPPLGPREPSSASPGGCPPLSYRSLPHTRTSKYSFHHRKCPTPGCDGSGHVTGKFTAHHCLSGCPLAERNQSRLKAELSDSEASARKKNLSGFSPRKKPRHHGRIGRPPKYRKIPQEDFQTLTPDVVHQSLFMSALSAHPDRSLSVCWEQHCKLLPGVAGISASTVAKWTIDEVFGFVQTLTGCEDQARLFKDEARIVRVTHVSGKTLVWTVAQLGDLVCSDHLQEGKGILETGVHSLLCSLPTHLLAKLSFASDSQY
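L3MBTL1 (50 nM) pre-complexed 30 min with biotinylated H3(1-15)K9me1 peptide (75 nM), then compounds added for 30 min at room temperature; AlphaScreen streptavidin donor/nickel chelate acceptor beads (10 ug/mL final) read after 30 min dark incubation.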
Epigenetic reg: Quantitative High-Throughput Screen for Regulators of Epigenetic Control | murine LDR cells, GFP reporter derepression, 30 h | Potency, µM (titrated, usually from 53.9 µM), inactives show at the top dose GFP activation, actives largely listed as activators | 0.2% of 280,000 active | AID 1865, 2009; note: potency is the fitted concentration of half-maximal effect; % of control where 0% means no effect; nearly all actives have a fitted effect of over 60% in size
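Derepression of a silenced CMV-GFP reporter in murine LDR cells is scored by enumerating GFP-positive cells with a laser-scanning microplate cytometer after 30 hours of treatment at 37 C.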
CBFb RUNX1 block: qHTS Assay for Compounds Blocking the Interaction Between CBF-beta and RUNX1 for the Treatment of Acute Myeloid Leukemia; Runt-related transcription factor 1 (Homo sapiens) + Core-binding factor subunit beta …; AlphaScreen CBFb-His/RUNX1-biotin binding, biochemical; Potency, µM (titrated, usually from 59.8 µM), for inactives: at the top dose activity, negative = inhibition, usual class: inhibitors; 230,000 tested, under 10 active; AID 1477, 2009; note: % of control where 0% means no effect
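Interaction loss through any mechanism counts as activity. Pre-formed complex of His-CBF-beta and biotin-RUNX1 (30 nM apiece) is incubated with compound 15 min, then with 50 ng nickel and 50 ng streptavidin beads for 90 min before AlphaScreen detection.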
IMPase Li inh: qHTS Assay for Identifying the Cell-Membrane Permeable IMPase Inhibitors: Potentiation with Lithium; CHO-M1 cells, IP1 TR-FRET (IP-One), carbachol + lithium; 0.35% of 210,000 active; Potency, µM (titrated, usually from 59.4 µM), inactives show top-dose activity, negative = IMPase inhibition, most hits filed as inhibitors;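 note: IP1 builds up when IMPase is blocked and the TR-FRET signal falls; potency is the fitted concentration of half-maximal effect; plate controls were basal vehicle for no effect and high inhibitor control for full effect; nearly all actives have a fitted effect of over 50% in size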
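Readout is a homogeneous TR-FRET IP1 immunoassay (Ex 320, Em 665 and 620), where raised cytosolic IP1 lowers signal. Cells were CHO-M1 treated 30 min at 37C with test compounds plus a little lithium; AC50 values came from Hill-equation fitting.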
An asterisk follows results filed as active; ? = inconclusive; . = not tested or not shown; & = joins results of further samples; [ ] = dose if it differs, or a comment. Calls come from the whole dose curve; as a rule, active = well fitted curve in the direction sought with a large enough effect; inconclusive = small, poorly fitted or top-dose-only effect, or another doubt; inactive = no such curve, though single readings can be large; an effect the other way counts as inactive or inconclusive. A portion of the library. The share of hits here may be higher or lower than overall.

SMILES	HTT aggregate	NPSR antag	KinaseGlo FLuc	L3MBTL1 block	Epigenetic reg	CBFb RUNX1 block	IMPase Li inh
CCC(COC)NC(=O)CCc1nnc(Cc2cccc(C(F)(F)F)c2)o1 (stereo unspecified)	-7%[9.22 µM]	-7%	5%	-2%	-1.1%	2%	0%
O=C1C2=C(SCCS2)C(=O)N1CCCO	16%	-7%[46.1 µM]	-3%	26%	-1.1%	2%	22%[38.3 µM]
O=C(OCCCc1ccncc1)c1ccc(S(=O)(=O)N2CCOCC2)cc1	2%	-9%[46.1 µM]	0%	1%	-4.8%	1%	5%[38.3 µM]
CC(C)NC(=O)c1cc2ccccc2o1	-26%	3%[46.1 µM]	0%	4%	-1.2%	11%	8%
O=C1c2c(O)cccc2Cc2cccc(O)c21	-25%	.	4%	?	-1.3%	-7%	-3%&4%
COc1ccc(CC(=O)NCc2cccs2)cc1OC	19%	-4%[46.1 µM]	-4%	.	0.8%	3%	26%[38.3 µM]
CC(SCc1ccccc1)C(=O)N/N=C/c1cccs1 (stereo unspecified)	21%	17%	0%	5%	1.1%	2%	-1%
Cc1cc(Cl)ccc1NC(=S)N1CCN(Cc2ccccc2)CC1	3%	-9%	3%	-2%	-1.0%	-10%	-8%
CCC(=O)Nc1ccccc1-c1nnn(CC(=O)N2c3ccccc3CC2C)n1 (stereo unspecified)	8%[9.22 µM]	-21%[46.1 µM]	8%	.	-3.0%	2%	-5%[38.3 µM]
NNc1nc2c(Cl)ccc(Cl)c2s1	-8%	-5%	-7%	-7%	-1.3%	11%	6%
CCCNC(=O)c1ccc2c(=O)n3c(-c4ccc(C)cc4)csc3nc2c1	-1%[9.22 µM]	?	.	.	0.5%	7%	.
COC/C=C/C1=CC2=CC(=O)C(C)(OC(=O)CCC(=O)OC)C(=O)C2=CO1 (stereo unspecified)	-13%[9.22 µM]	5%	-2%	.	1.1%&4.6%	-3%&-23%	1%
CCCCOC(=O)c1ccc(S(N)(=O)=O)o1	9%	16%	2%	-2%	-1.1%	1%	0%
C/C(=N\O)C(C)(C)Nc1cccc(F)c1	-10%[9.22 µM]	5%	.	7%	1.1%	-3%	.
O=C(NCc1ccccn1)c1ccc(COc2ccc(Cl)cc2)o1	-19%	-6%[46.1 µM]	2%	.	2.3%	2%	15%[38.3 µM]
CCOc1[nH]n(-c2ccccc2)c(=O)c1C=Nc1ccccc1	-13%	-30%	4%	-28%	0.8%	-3%	4%
Cc1ccc(C(C)C)cc1NC(=O)Nc1ccc([N+](=O)[O-])cc1	0%[9.22 µM]	10µM*	.	.	-1.1%	-11%	.
Cc1ccc(-c2nnc(NCc3ccccc3)c3ccccc23)cc1	8%	?	1%	-4%	0.0%	-4%	26%
CCOP(=O)(OCC)c1nc(Cc2ccccc2)oc1NCc1ccccc1	2%[9.22 µM]	9%[7.67 µM]	.	-9%	1.1%	2%	.
C=COCCNC(=S)N1CCOCCOCCN(C(=S)NCCOC=C)CCOCC1	-9%	-16%	2%	-4%	1.3%	-16%	8%
Cc1ccc(C(=O)N/N=C/c2nc3ccccc3n2C)cc1	-21%	-16%[46.1 µM]	-9%	-1%	6.4%	2%	2%[38.3 µM]
O=C1OC(Oc2ccccc2)(c2ccccc2)c2ccccc21 (stereo unspecified)	-19%	?	-1%	21%	-1.1%	13%	4%[38.3 µM]
O=C(Cn1cc(C(=O)C2CCCCC2)c2ccccc21)NCC1CCCO1 (stereo unspecified)	-18%	-18%	1%	?	-4.5%	0%	2%
COc1cc(-c2nnc(SCC(=O)NC3CCS(=O)(=O)C3)o2)cc(OC)c1OC (stereo unspecified)	-1%	5%	0%	7%	4.3%	11%	6%
Cc1cc(C)n(-c2nc3ccccc3n3cnnc23)n1	-6%	2%[46.1 µM]	0%	8%	0.0%	4%	-3%[38.3 µM]
Remaining list, next part:
SMILES	HTT aggregate	NPSR antag	KinaseGlo FLuc	L3MBTL1 block	Epigenetic reg	CBFb RUNX1 block	IMPase Li inh
C/C(N)=C(/C#N)C(=O)COC(=O)C1CCN(C(=O)c2ccc(Cl)cc2)CC1	13%	-7%	0%	7%	-1.6%	10%	5%
COc1cc(NC(=S)Nc2ccccn2)cc(OC)c1OC	-3%	-15%	-3%	-7%	1.1%	2%	3%
NNC(=O)CSc1nnnn1-c1ccccc1	5%[9.22 µM]	-16%	.	10%	-2.1%	2%	.
O=C(C[n+]1cc(-c2ccc(F)cc2)n2c1CCC2)c1cccs1	15%[9.22 µM]	33%	.	7%	3.6%	3%	.
Cn1nnnc1SCc1nnc(-c2ccccc2Br)o1	3%	-21%[46.1 µM]	0%	-7%	-1.2%	10%	-4%[38.3 µM]
O=S1(=O)CCN(Cc2ccccn2)CC1	-8%[9.22 µM]	10%	-1%[7.66 µM]	.	0.5%	17%	-14%
Cc1sc2c(c1C)C(=O)/C(=C\Nc1ccccn1)S(=O)(=O)N2C	-15%[9.22 µM]	2%[7.67 µM]	.	5%	0.0%	1%	.
Cc1cccc(CNc2nc(-c3ccc(C(=O)N(C)C)cc3)nc3ccccc23)c1	.	.	-2%	.	?	.	14%
CC(C)C(c1nnnn1Cc1cccs1)N1CCN(c2ccccc2)CC1 (stereo unspecified)	-3%	-28%[46.1 µM]	2%	0%	-1.0%	-4%	0%[38.3 µM]
CN1C(=O)CCC1(O)c1ccccc1 (stereo unspecified)	-13%	-20%[46.1 µM]	1%	.	-1.1%	2%	14%[38.3 µM]
O=C(OCc1cccc([N+](=O)[O-])c1)c1cc(=O)[nH]c2ccccc12	3%[9.22 µM]	-12%	1%	-7%	-7.9%	-2%	9%
O=C(O)c1ccccc1OCc1ccccc1Cl	11%[9.22 µM]	-1%	.	.	-1.0%	13%	.
CC(=O)c1nc(N2C(=O)CC(Cc3cc(C)cc(C)c3)C2=O)sc1C (stereo unspecified)	-29%	-27%	-1%	7%	-1.0%	2%	-24%
O=C(/C=C/c1cc([N+](=O)[O-])ccc1OC(F)F)Nc1cccc([N+](=O)[O-])c1	20%[9.22 µM]	-11%	.	.	2.2%	10%	.
CC(NC(=O)CCc1nnc(Cc2cccc(C(F)(F)F)c2)o1)C1CC1 (stereo unspecified)	?	-5%	-5%	0%	0.0%	13%	8%
O=C(OCc1nc2ccccc2s1)c1ccco1	-19%	1%	-8%	.	0.2%	5%	4%
CCC(=O)N1CCc2cc(S(=O)(=O)CCC(=O)Nc3ccc(C)c(F)c3)ccc21	-10%	?	1%	-6%	-1.0%	-13%	5%
O=C(Oc1ccc(=O)n(-c2ccccc2)n1)c1ccccc1	-13%	-15%[46.1 µM]	-3%	3%	-1.1%	1%	14%[38.3 µM]
Clc1ccc(-n2cc(-c3ccc(Br)cc3)[n+]3c2CCCCC3)cc1	5%[9.22 µM]	-4%	.	9%	3.1%	4%	.
COC(=O)C1=C(C)N(C)C(C)=C(C(=O)OC)C1c1ccncc1	0%	-17%[46.1 µM]	-1%	.	-1.0%	5%	28%[38.3 µM]
CCN(CC(=O)NC(C)(C)C)C(=O)CCl	-16%	30%	4%	7%	-1.0%	0%	0%
CCOc1cc(/C=C2\C(=O)N(c3cccc(C(F)(F)F)c3)C(=O)c3ccccc32)ccc1O	-6%	-40%	-2%	-7%	0.0%	-1%	8%
CCOc1ccc(C2CC(c3ccc(OC)cc3)n3ncnc3N2)cc1 (stereo unspecified)	15%	-1%[46.1 µM]	5%	4%	-1.7%	-5%	29%[38.3 µM]

Laid out differently: results already given
| Compound | HTT aggregate | NPSR antag | KinaseGlo FLuc | L3MBTL1 block | Epigenetic reg | CBFb RUNX1 block | IMPase Li inh |
| --- | --- | --- | --- | --- | --- | --- | --- |
| O=C(C[n+]1cc(-c2ccc(F)cc2)n2c1CCC2)c1cccs1 | 15%[9.22 µM] | 33% | . | 7% | 3.6% | 3% | . |
| Cn1nnnc1SCc1nnc(-c2ccccc2Br)o1 | 3% | -21%[46.1 µM] | 0% | -7% | -1.2% | 10% | -4%[38.3 µM] |
| O=S1(=O)CCN(Cc2ccccn2)CC1 | -8%[9.22 µM] | 10% | -1%[7.66 µM] | . | 0.5% | 17% | -14% |
| Cc1sc2c(c1C)C(=O)/C(=C\Nc1ccccn1)S(=O)(=O)N2C | -15%[9.22 µM] | 2%[7.67 µM] | . | 5% | 0.0% | 1% | . |
| Cc1cccc(CNc2nc(-c3ccc(C(=O)N(C)C)cc3)nc3ccccc23)c1 | . | . | -2% | . | ? | . | 14% |
| CC(C)C(c1nnnn1Cc1cccs1)N1CCN(c2ccccc2)CC1 (stereo unspecified) | -3% | -28%[46.1 µM] | 2% | 0% | -1.0% | -4% | 0%[38.3 µM] |
| CN1C(=O)CCC1(O)c1ccccc1 (stereo unspecified) | -13% | -20%[46.1 µM] | 1% | . | -1.1% | 2% | 14%[38.3 µM] |
| O=C(OCc1cccc([N+](=O)[O-])c1)c1cc(=O)[nH]c2ccccc12 | 3%[9.22 µM] | -12% | 1% | -7% | -7.9% | -2% | 9% |
| O=C(O)c1ccccc1OCc1ccccc1Cl | 11%[9.22 µM] | -1% | . | . | -1.0% | 13% | . |
| CC(=O)c1nc(N2C(=O)CC(Cc3cc(C)cc(C)c3)C2=O)sc1C (stereo unspecified) | -29% | -27% | -1% | 7% | -1.0% | 2% | -24% |
| O=C(/C=C/c1cc([N+](=O)[O-])ccc1OC(F)F)Nc1cccc([N+](=O)[O-])c1 | 20%[9.22 µM] | -11% | . | . | 2.2% | 10% | . |
| CC(NC(=O)CCc1nnc(Cc2cccc(C(F)(F)F)c2)o1)C1CC1 (stereo unspecified) | ? | -5% | -5% | 0% | 0.0% | 13% | 8% |
| O=C(OCc1nc2ccccc2s1)c1ccco1 | -19% | 1% | -8% | . | 0.2% | 5% | 4% |

Taken from above:
HTT aggregate with `COC(=O)C1=C(C)N(C)C(C)=C(C(=O)OC)C1c1ccncc1` : 0%
KinaseGlo FLuc with `O=C(Oc1ccc(=O)n(-c2ccccc2)n1)c1ccccc1` : -3%

Screening data deposited in PubChem BioAssay by National Center for Advancing Translational Sciences (NCATS).
